High-throughput results from PubChem.
dFosB activator: mouse delta FosB homodimer activation | P13346 | purified delta FosB, TAMRA-CDK5 oligo fluorescence polarization; percent of positive-control signal above neutral wells | activation, % at 25 µM | actives 0.99% (n = 340,000) | AID 493131;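 active means mean activation above about 17%, with every replicate also reaching it, limit read from the data, passing the limit was not always enough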;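 further: fluorescence polarization rise as delta FosB binds a TAMRA Cdk5 AP-1 oligo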
Target sequence (P13346 whole entry, looked up): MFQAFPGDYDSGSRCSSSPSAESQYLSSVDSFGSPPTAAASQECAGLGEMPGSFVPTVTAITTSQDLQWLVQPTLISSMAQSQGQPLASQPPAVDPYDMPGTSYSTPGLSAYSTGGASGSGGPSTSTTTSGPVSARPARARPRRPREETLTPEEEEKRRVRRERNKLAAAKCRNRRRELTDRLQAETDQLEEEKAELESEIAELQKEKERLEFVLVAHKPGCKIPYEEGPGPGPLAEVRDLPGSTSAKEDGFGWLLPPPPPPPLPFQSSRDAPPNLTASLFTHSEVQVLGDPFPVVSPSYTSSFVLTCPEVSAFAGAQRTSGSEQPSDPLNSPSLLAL
CDK5 inh: inhibitors of human CDK5/p35 kinase | Recombinant CDK5/p35, ADP-Glo luminescence, 60 min | inhibition, % at 10 µM | actives 0.01% (n = 330,000) | AID 488839;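 active means highest replicate inhibition of at least 50% and at least 75% of replicates reaching 50%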;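 further: plate controls were DMSO neutral control for no effect and GW8510 at 10 µM for full effect; many of its hits are not listed in these tables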
SR-BI uptake up: SR-BI HDL lipid transfer activation | actives 0.096% (n = 320,000) | activation, % at 12.5 µM | AID 504775 | CHO ldlA[mSR-BI] cells, DiI-HDL uptake fluorescence, 3 h; 100 = double the neutral-control signal;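 active means mean replicate activation of at least 60% and every replicate at or above 60%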;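 further: 0% = median plate neutral-control signal and 100% = twice that signal; values of inactives mirror those of a sister screen read the other way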
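material = CHO ldlA[mSR-BI] cells | medium = Ham's F12 with 0.5% BSA, HEPES 25 mM, pH 7.4 | reagent = fluorescent DiI-HDL, 10 µg/mL final | compound dosing = single-point compound dose | incubation = 3 h, 37 °C | measured by = bottom-read fluorescence, 550/595 nm | measure = HDL uptake via cellular fluorescence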
PKA-R2B act: PKA-R2B complex activation; P22694+P31323; PKA-R2B holoenzyme dissociation, Cy5-IP20 fluorescence polarization; R2B truncated from residue 108, S112A mutant; 0% DMSO only, 100% 113 µM cGMP; activation, % at 11.4 µM; actives 0.079% (n = 340,000);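 active means activation above a cutoff set at the mean over all compounds plus 3 SD, cut at about 18% in these data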;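 further: higher means more holoenzyme dissociation and a rise in polarization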
Target sequence (P31323 whole entry, looked up, other chains not shown, the tested form may be a part): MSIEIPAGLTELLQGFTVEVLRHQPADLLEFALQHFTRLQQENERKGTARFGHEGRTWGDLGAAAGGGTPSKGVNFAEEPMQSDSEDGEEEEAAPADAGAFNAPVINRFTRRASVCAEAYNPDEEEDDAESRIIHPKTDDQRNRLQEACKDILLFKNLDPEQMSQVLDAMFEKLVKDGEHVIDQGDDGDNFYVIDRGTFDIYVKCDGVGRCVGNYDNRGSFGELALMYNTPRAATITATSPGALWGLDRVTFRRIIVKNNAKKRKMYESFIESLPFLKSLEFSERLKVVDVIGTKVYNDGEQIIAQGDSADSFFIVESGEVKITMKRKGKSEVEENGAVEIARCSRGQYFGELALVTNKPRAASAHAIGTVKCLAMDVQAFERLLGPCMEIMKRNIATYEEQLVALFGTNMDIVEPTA
NSD2 inh: NSD2 (human) methyltransferase inhibition. O96028. actives 0.54% (n = 310,000). NSD2 peptide methylation, AlphaScreen, 120 min. inhibition, % at 12.5 µM; in the data active means inhibition above about 50%
SR-BI HDL uptake: mouse SR-BI HDL lipid transfer inhibition. actives 0.96% (n = 320,000). AID 488896. ldlA[mSR-BI] CHO cells, DiI-HDL uptake fluorescence, 3 h. Q61009. inhibition, % at 12.5 µM;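 active means mean replicate inhibition of at least 70% and a set share of replicates each scoring 70 or more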;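 further: 0% = median of neutral control wells and 100% = median of positive control wells; values of inactives mirror those of a sister screen read the other way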
Mot1-301 SUMO: inhibitors of SUMOylation pathway: yeast Mot1-301 growth rescue | AID 2716 | S. cerevisiae Mot1-301 growth rescue, ATP luminescence, 38.5C; percent above DMSO median, 100 means doubled | actives 1% (n = 320,000) | growth rescue, % at 18.8 µM;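 active means every valid replicate shows activation above 250% relative to neutral control wells; inactive means the rest, any valid replicate at or below 250%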;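 further: OY570 slx delta 5 strain wells were the positive control but not used for scaling; some compounds called inactive have numbers as strong as hits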
MITF act: increases MITF-driven TRPM1 promoter luciferase signal | actives 0.75% (n = 300,000) | activation, % at 12.5 µM | SK-MEL-5 TRPM1-promoter luciferase, 24 h; % of positive control, neutral wells = 0;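 active means mean activation of at least 80% with every replicate also reaching 80%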;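 further: 0% = neutral control wells and 100% = parthenolide positive control wells; values of inactives mirror those of a sister screen read the other way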
PKA-R1A activ: activates the PKA-R1A holoenzyme complex. P00514+P68181. PKA-R1A dissociation, Cy5-IP20 fluorescence polarization; scaled: DMSO 0%, 113 µM cGMP 100%. AID 504707. actives 0.083% (n = 340,000). activation, % at 11.4 µM;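 active means percent activation above the mean of all tested compounds plus 3 SD, cut at about 19% in these data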;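 further: higher means more PKAc released from R1A so a rise in polarization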
Pemphigus Ab inh: blocks pemphigus antibody binding to human desmoglein-3; binding (percent of control), % at 10 µM; P32926; DSG3-coupled beads, scFv-anti-DSG3-GFP binding, flow cytometry; stronger effect = lower value; AID 588358; actives 0.48% (n = 310,000);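 active means binding more than 3 SD below its plate's average and above zero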;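 further: hits lower antibody fragment binding to DSG3; some compounds called inactive have numbers as strong as hits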
Arrestin-AP2 inh: inhibitors of human beta-arrestin and AP2 interaction; inhibition, % at 10 µM; AID 504490; FITC-arrestin peptide / GST-AP2 beads, flow cytometry; AP2 beta2 appendage carries R879A mutation; actives 0.31% (n = 340,000);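 active means inhibition above a set limit, near 3 SD of compounds lacking own fluorescence, cut at about 54% in these data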;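 further: plate controls were DMSO wells for no effect and 5 µM unlabelled arrestin peptide for full effect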
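Measured by: flow cytometry, FL1 (488/535 nm); Material: AP2 appendage R879A on GSH beads; Evaluation: percent response; Timing: pre-incubation 12 min, peptide binding 1 h, room temperature; Also added: 50 nM FITC-arrestin peptide; Medium: PBS with 0.05% Tween 20 and 0.1% BSA.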
* = called active by the depositor; / = no result given.

1) COc1cc(OC)cc(-c2sc3ccc(OC)cc3c2C#CC(C)(C)O)c1
2) CCOc1cc(NC(=S)NCCCN2CCOCC2)c(OCC)cc1NC(=O)C1CCCCC1
3) O=P(Nc1ccccc1)(Nc1ccccc1)c1ccccc1
4) CCOc1ccccc1NC(=O)CC1Nc2cc(C)c(C)cc2NC1=O (configuration not stated)
5) CCCCN(C(=O)C(C)(C)Oc1ccc(Cl)cc1)c1c(N)n(CCC)c(=O)[nH]c1=O
Assay by compound | 1 | 2 | 3 | 4 | 5
dFosB activator | 3.1 | -6.1 | -3.9 | 4.0 | -14.8
CDK5 inh | 1.8 | 1.6 | 0.1 | -1.0 | -2.0
SR-BI uptake up | -42.3 | 5.9 | 6.6 | -6.7 | 24.5
PKA-R2B act | -7.2 | 5.5 | 1.0 | -5.2 | -5.7
NSD2 inh | / | 0.8 | 7.4 | -2.2 | -5.8
SR-BI HDL uptake | 42.3 | -5.9 | -6.6 | 6.7 | -24.4
Mot1-301 SUMO | -9.3 | -7.4 | / | 13.3 | 8.8
MITF act | 3.1 | 11.4 | -1.0 | -9.7 | -2.2
PKA-R1A activ | -4.3 | 3.5 | 2.4 | 11.2 | -7.8
Pemphigus Ab inh | 100.6 | 106.0 | 85.0 | 103.8 | /
Arrestin-AP2 inh | 18.8 | 3.1 | 34.2 | 23.4 | -0.1

6) CCOc1ccc(-n2c(N)c(-c3nc4ccccc4[nH]3)sc2=S)cc1
7) CCOc1ccc(C(=O)O/N=C(\N)c2ccccn2)cc1
8) COc1cccc(NC(=O)CNC(=O)c2ccccc2)c1
9) COC(=O)c1ccc(/C=C(\C#N)c2nc3ccccc3s2)cc1
10) Cn1nc(C(F)(F)F)c(-c2ccc(F)cc2)c1NC(=O)c1cccnc1
Assay by compound | 6 | 7 | 8 | 9 | 10
dFosB activator | 1.4 | -0.3 | -1.8 | -2.1 | -0.8
CDK5 inh | 0.7 | 10.3 | 0.0 | 0.5 | 0.7
SR-BI uptake up | -31.4 | 3.5 | -13.4 | 16.8 | 2.3
PKA-R2B act | -10.6 | 0.8 | 1.0 | 7.5 | /
NSD2 inh | 0.3 | -6.7 | / | -2.9 | 13.3
SR-BI HDL uptake | 31.4 | -3.5 | 13.4 | -16.8 | -2.3
Mot1-301 SUMO | 7.4 | 10.9 | / | -1.6 | 15.8
MITF act | 0.2 | / | 33.0 | 3.0 | /
PKA-R1A activ | 0.6 | -2.4 | -16.4 | -8.6 | /
Pemphigus Ab inh | 79.0 | 123.4 | 117.3 | 100.2 | 99.1
Arrestin-AP2 inh | 5.3 | 5.7 | -0.1 | 8.7 | 18.8

11) COc1cccc(-c2ccc(=O)n(CC(=O)Nc3ccc(C(=O)N4CCCC4)cc3)n2)c1
12) Cc1ccccc1-n1c(SCc2cc(=O)n3ccccc3n2)nc2[nH]ncc2c1=O
13) Cc1[nH]n(-c2ccc([N+](=O)[O-])cc2)c(=O)c1C=NCCc1c(C)[nH]c2ccccc12
14) CCCn1cnnc1CNC(=O)C1CCC(=O)N(CCCc2ccccc2)C1 (configuration not stated)
15) COC(=O)CN1C(=O)CC(C)(C)S(=O)c2ccccc21 (configuration not stated)
Assay by compound | 11 | 12 | 13 | 14 | 15
dFosB activator | -15.5 | -19.6 | 1.3 | -11.5 | -2.8
CDK5 inh | 0.2 | 0.1 | 0.7 | -0.6 | -1.6
SR-BI uptake up | -29.7 | 29.0 | -69.5 | -2.4 | 15.5
PKA-R2B act | 1.9 | 1.1 | -8.9 | 3.2 | 2.9
NSD2 inh | 1.2 | / | -0.5 | 0.5 | /
SR-BI HDL uptake | 29.7 | -29.0 | 69.5 | 2.4 | -15.5
Mot1-301 SUMO | 78.3 | / | 9.7 | 15.1 | -3.2
MITF act | -7.7 | -9.5 | -8.1 | -11.1 | /
PKA-R1A activ | 10.3 | 10.9 | -5.3 | -2.5 | 3.4
Pemphigus Ab inh | / | 95.8 | 98.6 | / | 105.4
Arrestin-AP2 inh | 10.1 | 3.1 | 6.0 | 23.3 | 15.2

16) CCOc1ccccc1NC(=O)CN1C(=O)COc2ccccc21
17) Cc1nnc2ccc(-c3cccc(NC(=O)Cc4cccs4)c3)nn12
18) O=c1c2ccccc2nc(-c2cccs2)n1-c1cccc2ccccc12
19) C=CCOn1c(=O)c(-c2ccc(Br)cc2)[n+]([O-])c2ccccc21
20) CC(=O)c1cccc(NC(=O)c2ccc(N(C)S(C)(=O)=O)cc2)c1
21) COc1ccc(N2CCN(S(=O)(=O)CCNC(=O)c3ccco3)CC2)cc1
22) CCn1c(CC(=O)Nc2ccccc2)nnc1SCC(=O)N1CCOCC1
23) COc1ccc(C(=O)Nc2cc3c4c(c2)CC(=O)N4CCC3)cc1
Assay by compound | 16 | 17 | 18 | 19 | 20 | 21 | 22 | 23
dFosB activator | 4.9 | -32.4 | -4.3 | -0.8 | -13.9 | -3.5 | 0.5 | -8.0
CDK5 inh | -0.6 | -0.4 | 0.1 | 0.9 | 1.6 | 0.7 | -0.2 | 1.7
SR-BI uptake up | 5.4 | / | 4.2 | -19.5 | -14.1 | 8.7 | 11.6 | -57.3
PKA-R2B act | 9.7 | -4.2 | -11.9 | -2.1 | -3.0 | -6.1 | 5.9 | -9.1
NSD2 inh | 8.2 | 0.4 | -3.2 | -2.6 | 0.8 | -0.3 | -0.5 | -2.2
SR-BI HDL uptake | -5.4 | / | -4.2 | 19.5 | 14.1 | -8.7 | -11.6 | 57.3
Mot1-301 SUMO | 2.4 | -0.1 | -21.5 | 64.0 | 10.8 | 1.4 | 4.5 | -7.7
MITF act | / | -8.4 | -15.6 | -11.0 | 9.3 | -10.0 | -0.1 | 23.5
PKA-R1A activ | -2.1 | -2.9 | -12.7 | -6.5 | -3.5 | -10.9 | 2.5 | 11.1
Pemphigus Ab inh | 117.8 | 90.4 | 82.4 | 105.9 | 123.9 | 114.8 | 103.4 | 95.8
Arrestin-AP2 inh | 4.0 | -4.8 | 26.7 | 27.0 | 7.1 | -4.7 | -13.1 | 34.2

A different layout for 2 compounds above:
16) CCOc1ccccc1NC(=O)CN1C(=O)COc2ccccc21
  dFosB activator = 4.9	CDK5 inh = -0.6	SR-BI uptake up = 5.4	PKA-R2B act = 9.7	NSD2 inh = 8.2	SR-BI HDL uptake = -5.4	Mot1-301 SUMO = 2.4	MITF act = /	PKA-R1A activ = -2.1	Pemphigus Ab inh = 117.8	Arrestin-AP2 inh = 4.0
23) COc1ccc(C(=O)Nc2cc3c4c(c2)CC(=O)N4CCC3)cc1
  dFosB activator = -8.0	CDK5 inh = 1.7	SR-BI uptake up = -57.3	PKA-R2B act = -9.1	NSD2 inh = -2.2	SR-BI HDL uptake = 57.3	Mot1-301 SUMO = -7.7	MITF act = 23.5	PKA-R1A activ = 11.1	Pemphigus Ab inh = 95.8	Arrestin-AP2 inh = 34.2

Entries of single compounds, looked up by structure.
Entry for COc1ccc(N2CCN(S(=O)(=O)CCNC(=O)c3ccco3)CC2)cc1 = dFosB activator = -3.5; CDK5 inh = 0.7; SR-BI uptake up = 8.7; PKA-R2B act = -6.1; NSD2 inh = -0.3; SR-BI HDL uptake = -8.7; Mot1-301 SUMO = 1.4; MITF act = -10.0; PKA-R1A activ = -10.9; Pemphigus Ab inh = 114.8; Arrestin-AP2 inh = -4.7
Entry for O=c1c2ccccc2nc(-c2cccs2)n1-c1cccc2ccccc12 = dFosB activator = -4.3; CDK5 inh = 0.1; SR-BI uptake up = 4.2; PKA-R2B act = -11.9; NSD2 inh = -3.2; SR-BI HDL uptake = -4.2; Mot1-301 SUMO = -21.5; MITF act = -15.6; PKA-R1A activ = -12.7; Pemphigus Ab inh = 82.4; Arrestin-AP2 inh = 26.7
